Assay outcomes deposited in PubChem BioAssay by National Center for Advancing Translational Sciences (NCATS).
IMPase Li inh – membrane-permeable IMPase blocker, potentiated with lithium | CHO-M1 cells, IP1 TR-FRET (IP-One), carbachol + lithium | AID 1457 | 210,000 compounds, 0.35% hits | Potency, µM (doses to about 59.4 µM), for inactives: at the highest dose activity, negative = IMPase inhibition, usual class: inhibitors;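 further: IP1 builds up when IMPase is blocked and the TR-FRET signal falls; plate controls were basal vehicle for no effect and high inhibitor control for full effect; nearly all actives have a fitted effect of over 50% in size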
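CHO cells stably expressing M1 receptor (2000/well) were cultured 16–30 h, then exposed to compounds with a small lithium addition for 30 min at 37C. IP1 was measured by TR-FRET competition; AC50 from Hill fits.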
GAA inh – blocks human lysosomal alpha-glucosidase | Potency, µM (titrated, usually from 76.9 µM), inactives show at the highest dose activity change, negative = inhibition, actives largely listed as inhibitors | AID 1466 | purified human GAA, 4-MU-alpha-glucoside fluorescence | 200,000 compounds, 0.005% hits | P10253;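 further: plate controls were uninhibited enzyme wells for no effect and no-enzyme background for full effect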
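Activity normalized between no-enzyme (basal) and enzyme-only wells. Conditions: 4 nM human enzyme, 400 uM fluorogenic substrate, citrate/phosphate pH 5.0 with Tween-20, 20 min room temperature, compounds up to 77 uM.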
HTT ATP protect – Huntington cell model cytoprotection by ATP luminescence; PC12 HTT-Q103 induced, cytoprotection, ATP luminescence, 40 h; Potency, µM (doses to about 56.4 µM), for the others: cytoprotection (ATP increase), actives largely listed as activators; 230,000 compounds, 0.14% hits;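 further: % of control where 0% means no effect; nearly all actives have a fitted effect of over 45% in size; toxic huntingtin expression switched on by the ecdysone agonist tebufenozide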
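Cells were plated at 1500 per well in phenol red-free DMEM with 5% equine and 5% calf serum. Tebufenozide (100 nM final) and compounds were added, then ATPlite reagent, and luminescence was read.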
aGlu spleen mod – lysosomal alpha-glucosidase (human) modulation | P10253 | human spleen homogenate, 4-MU-alpha-glucoside fluorescence | Potency, µM (top dose mostly 79.9 µM), for the others: top-dose activity change, negative = inhibition, hits mostly inhibitors | 240,000 compounds, 0.006% hits;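 further: 0% = enzyme with vehicle and -100% = no enzyme basal signal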
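Human spleen homogenate (1 ug) with 4-methylumbelliferyl-alpha-D-glucopyranoside (1 mM final) in 50 mM citrate/phosphate pH 5.0, 0.01% Tween-20; 40 min at 37 C. Stopped at pH 10; 4-MU fluorescence Ex 365/Em 440 nm; AC50 by Hill fit.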
GAA glycogen – GAA glycogen-cleavage inhibition or activation | AID 2100 | Potency, µM (titrated, usually from 76.4 µM), without a hit: top-dose activity change, negative = inhibition, most hits filed as inhibitors | P10253 | recombinant GAA, glycogen substrate, Amplex Red glucose oxidase fluorescence | 300,000 compounds, 0.38% hits;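 further: 0% = full enzyme reaction and -100% = no-enzyme basal signal; the screen sought inhibitors and activators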
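qHTS, 1536-well; enzyme 4 nM final; cpd up to 77 uM; substrate bovine liver glycogen 30 ug; 50 mM citrate/phosphate pH 5.0, 0.01% Tween-20; 37 C, 40 min; Amplex Red detection 45 min RT; Hill fit → AC50.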
GoLoco inh red – blocks human Gai1 binding to RGS12 GoLoco peptide, red readout; 230,000 compounds, 0.44% hits; Potency, µM (series often up to 61.6 µM), for inactives: at the highest dose activity, negative = inhibition, usual class: inhibitors; Gai1:RGS12 GoLoco peptide FP, rhodamine, 10 min; P63096; active means well fitted inhibition curve with a large enough effect, not every such curve was filed as active; inactive means no such curve, though single readings can be large or run the other way; further: on the % scale 0 is the no-effect control and ±100 the full control effect; nearly all actives have a fitted effect of over 30% in size; many of its hits are not listed in these tables
Target sequence (P63096 whole entry, looked up): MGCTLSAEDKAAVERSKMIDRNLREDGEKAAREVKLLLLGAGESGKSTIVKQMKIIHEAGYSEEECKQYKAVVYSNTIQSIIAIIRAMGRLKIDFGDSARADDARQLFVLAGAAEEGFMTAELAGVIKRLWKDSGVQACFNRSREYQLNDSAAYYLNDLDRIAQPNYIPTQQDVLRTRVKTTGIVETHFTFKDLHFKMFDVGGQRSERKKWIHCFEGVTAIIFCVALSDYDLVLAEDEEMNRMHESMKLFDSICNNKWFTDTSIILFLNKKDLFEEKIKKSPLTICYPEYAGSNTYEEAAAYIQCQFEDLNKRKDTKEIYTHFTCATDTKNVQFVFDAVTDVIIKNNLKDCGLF
HTT aggregate – reduces HttQ103-GFP aggregates in PC12 cells | AID 1688 | PC12 HttQ103-GFP aggregates, Acumen cytometry, 40 h | 220,000 compounds, 1.1% hits | Potency, µM (series often up to 46.1 µM), for the others: top-dose activity change, negative = inhibition, most hits filed as inhibitors; further: on the % scale 0 is the no-effect control and ±100 the full control effect; nearly all actives have a fitted effect of over 60% in size
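Compounds (qHTS titration) were added to PC12 cells expressing an ecdysone-driven HTT exon 1 Q103–GFP fusion after induction with 100 nM tebufenozide. Aggregate formation was measured as GFP objects in cell lysates.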
Numbers without * were called inactive; ? = inconclusive; · = no result given; & = joins results of further samples; [ ] = another dose, or the depositor's remark. Unless noted, the call rests on the fitted dose curve; in most records, active means well fitted curve in the direction sought with a large enough effect; inconclusive means small, poorly fitted or top-dose-only effect, or another doubt; inactive means no such curve, though single readings can be large; an effect the other way counts as inactive or inconclusive. Potency means the concentration at half of the fitted maximal effect.

Screens by letter: A = IMPase Li inh; B = GAA inh; C = HTT ATP protect; D = aGlu spleen mod; E = GAA glycogen; F = GoLoco inh red; G = HTT aggregate
COC(=O)c1c(NC(=O)CSc2ncnc3c2cnn3-c2ccccc2Cl)sc2c1CCCC2
  A: 12% | B: -6% | C: 20%[1.9 µM] | D: -3% | E: 3% | F: 16% | G: -13%

COc1ccc(N(CC(=O)NC2CCCCC2)C(=O)CCCC(=O)Nc2ccccn2)c(OC)c1
  A: -2%[38.3 µM] | B: -4% | C: 23% | D: -11% | E: -3% | F: 2% | G: 12%

N#Cc1ccc(-c2nnnn2-c2ccc3c(c2)OCO3)cc1
  A: -28%[38.3 µM] | B: -14% | C: -18% | D: -1% | E: 13% | F: 5% | G: 8%

O=C(COC(=O)c1ccccc1Nc1ccc(SC(F)F)cc1)NCc1ccco1
  A: -3%[38.3 µM] | B: 3% | C: -21% | D: -3% | E: -4% | F: 14% | G: 12%

Cc1nn2c3ccccc3n(C)c2nc1=O
  A: 9% | B: 1% | C: 12%[10 µM] | D: -5% | E: -4% | F: 5% | G: 0%

O=C(NC1CCCCC1)c1ccc(NS(=O)(=O)c2cccc3cccnc23)cc1
  A: -5% | B: 7% | C: -27%[10 µM] | D: 0% | E: -3% | F: 99%[activator] | G: -15%[9.22 µM]

CCn1cc(C(=O)O)c(=O)c2cc(F)c(N3CCN(S(=O)(=O)c4ccc(NC(=O)OC)cc4)CC3)cc21
  A: -7% | B: ? | C: -11%[10 µM] | D: -6% | E: -23% | F: 2% | G: 32µM*

O=C(Cn1nc(-c2ccccc2)ccc1=O)NCc1ccc(F)cc1
  A: 0% | B: 1% | C: -20% | D: 1% | E: 5% | F: 9% | G: -1%

O=C1OCCN1C(=O)[C@H]1[C@H](c2ccccc2)C(c2cccc(Cl)c2)=NN1c1ccc(Br)cc1
  A: -7% | B: · | C: -127%[inhibitor][40.3 µM] | D: 16% | E: · | F: -2% | G: ·

Cc1cc(C)c2cc(CN(Cc3ccc4c(c3)OCO4)Cc3nnnn3Cc3ccco3)c(=O)[nH]c2c1
  A: 24%[38.3 µM] | B: -6% | C: -20%[10 µM] | D: -4% | E: -16% | F: 14% | G: -30%

Fc1cccc(/C=N\N=C/c2cccc(F)c2)c1
  A: 11% | B: · | C: -51%[inhibitor] | D: -5% | E: · | F: 4% | G: ·

COC(=O)CNC(c1ccccc1)c1cc(Br)ccc1NC(C)=O (configuration not stated)
  A: 16% | B: ? | C: 3.2µM* | D: -10% | E: 6% | F: 0% | G: -3%[9.22 µM]

O=C(O)C(=O)/C(=C\c1cccc2ccccc12)c1ccc2ccccc2n1
  A: 0%[38.3 µM] | B: ? | C: -68%[inhibitor] | D: -3% | E: -6% | F: 15% | G: ?

C=CCN1C(=O)N/C(=C/c2ccc(N3CCOCC3)o2)C1=O
  A: 45%[activator] | B: 0% | C: · | D: -14% | E: -5% | F: -40% | G: 5µM*

O=c1[nH]c(CSc2ccccn2)nc2ccccc12
  A: 4% | B: 7% | C: -81%[inhibitor] | D: 12% | E: -14% | F: -2% | G: -13%

CC1CCCCN1CCNC(=O)C1CC(=O)N(c2ccc(F)c(Cl)c2)C1 (configuration not stated)
  A: 41%[activator][38.3 µM] | B: ? | C: 16% | D: 7% | E: 8% | F: 2% | G: -17%

CC(=O)c1cccc(NC(=O)c2ccc(NS(=O)(=O)c3c(C)noc3C)cc2)c1
  A: -30%[38.3 µM] | B: -1% | C: -20% | D: -2% | E: -4% | F: 1% | G: 18%

N#Cc1ccsc1NC(=O)CN1CCN(c2ccccc2O)CC1
  A: -2% | B: 1% | C: -3%[10 µM] | D: -11% | E: ? | F: 17% | G: 11%

COc1cc(C=NCC2OCCc3ccccc32)cc(OC)c1 (configuration not stated)
  A: -5% | B: -4%[15.4 µM] | C: 14%[10 µM] | D: 5% | E: 3% | F: 20% | G: 1%

CC(NC(=O)NCc1cccnc1)(C(F)(F)F)C(F)(F)F
  A: · | B: 4% | C: 4% | D: 2% | E: 13% | F: · | G: -16%

O=C(CCSCc1ccccc1Cl)N1CCN(c2ccccn2)CC1
  A: 13%[38.3 µM] | B: -7% | C: -11% | D: 0% | E: 2% | F: -1% | G: -17%

Cc1c(-n2c(SCC(=O)O)nnc2-c2ccccc2Br)c(=O)n(-c2ccccc2)n1C
  A: · | B: · | C: -9%[10 µM] | D: -9% | E: 3% | F: -1% | G: -29%[9.22 µM]

CCCn1c(N)[n+](CC(=O)c2ccco2)c2ccccc21
  A: -15%[38.3 µM] | B: 1% | C: -5% | D: 3% | E: -9% | F: 10% | G: -5%

Cc1ccc2c(c1)sc(=NC(=O)C1CC1)n2C
  A: · | B: · | C: -9%[10 µM] | D: 2% | E: 3% | F: 6% | G: -5%[9.22 µM]

CC1=NNC(=O)/C1=C\c1cn(-c2ccccc2)nc1-c1cccs1
  A: 20% | B: -7% | C: -22%[10 µM] | D: 0% | E: 1% | F: 8% | G: ?

4 entries from above, bar-delimited:
smiles | IMPase Li inh | GAA inh | HTT ATP protect | aGlu spleen mod | GAA glycogen | GoLoco inh red | HTT aggregate
Fc1cccc(/C=N\N=C/c2cccc(F)c2)c1 | 11% | · | -51%[inhibitor] | -5% | · | 4% | ·
COC(=O)CNC(c1ccccc1)c1cc(Br)ccc1NC(C)=O (configuration not stated) | 16% | ? | 3.2µM* | -10% | 6% | 0% | -3%[9.22 µM]
O=C(O)C(=O)/C(=C\c1cccc2ccccc12)c1ccc2ccccc2n1 | 0%[38.3 µM] | ? | -68%[inhibitor] | -3% | -6% | 15% | ?
C=CCN1C(=O)N/C(=C/c2ccc(N3CCOCC3)o2)C1=O | 45%[activator] | 0% | · | -14% | -5% | -40% | 5µM*

Returning to the listing, starting three compounds before the break.
Order of results: IMPase Li inh | GAA inh | HTT ATP protect | aGlu spleen mod | GAA glycogen | GoLoco inh red | HTT aggregate
> CCCn1c(N)[n+](CC(=O)c2ccco2)c2ccccc21
  -15%[38.3 µM] | 1% | -5% | 3% | -9% | 10% | -5%
> Cc1ccc2c(c1)sc(=NC(=O)C1CC1)n2C
  · | · | -9%[10 µM] | 2% | 3% | 6% | -5%[9.22 µM]
> CC1=NNC(=O)/C1=C\c1cn(-c2ccccc2)nc1-c1cccs1
  20% | -7% | -22%[10 µM] | 0% | 1% | 8% | ?
> Oc1ccc(CN2CCN(Cc3ccccc3)CC2)c2cccnc12
  2%[38.3 µM] | -9% | -4% | -1% | -8% | -14% | 3%
> COc1ccc(CCNC(=O)CCS(=O)(=O)c2ccc(C)cc2)cc1OC
  16%[38.3 µM] | 1% | 2% | 0% | 7% | 6% | -14%[9.22 µM]
> CCCC1(C(=O)O)NC(c2cccc(OC)c2O)C2C(=O)N(c3ccccc3)C(=O)C21 (configuration not stated)
  -16%[38.3 µM] | -12% | -13% | -6% | 20% | 9% | 5%
> O=C(COc1ccc(Cl)cc1)NCCN1CCCCC1
  0% | 4% | -5% | 1% | 7% | 3% | -2%
> CCCCCNCc1ccc(Br)cc1
  -2%[38.3 µM] | -2% | 0%[10 µM] | -1% | 1% | 8% | 2%
> COc1ccc(NC2=C(Cl)C(=O)N(CCc3ccccc3)C2=O)cc1
  12% | -2% | -10%[10 µM] | -9% | 11% | 4% | -6%
> COC(=O)[C@@]1(Cc2ccc(OC)cc2)[C@H]2c3cc(C(=O)N4CCCC4)n(CCSCCO)c3C[C@H]2CN1C(=O)c1ccccc1
  -5%&-9% | -1% | ? | 6%&-1% | -13% | 37%&-1%[activator] | 7%
> CC(C)[C@H](NC(=O)OC(C)(C)C)C(=O)N/N=C/c1cccc2nccnc12
  32%[38.3 µM] | -2% | -14% | -2% | -6% | -2% | ?
> CN(C)CCNCCCOc1ccccc1-c1ccccc1
  10% | -2% | -12%[10 µM] | -2% | -12% | 16% | -20%[9.22 µM]
> COc1ccc(NC(C)=O)cc1C
  -3% | -1% | -15% | -1% | 4% | 14% | -7%
> CCOC(=O)C1=C2c3ccc4ccccc4c3CC(C)(C)N2C(=O)C1=O
  10% | -2% | 23%[10 µM] | 4% | 1% | 9% | 8%
> Cn1c(=O)n(C)c2cc(S(=O)(=O)NCCO)ccc21
  37%[38.3 µM] | -1% | 2% | 1% | 4% | 9% | 7%
> CCCn1c(SCC(=O)Nc2ccc3c(c2)OCCO3)nnc1-c1ccco1
  4%[38.3 µM] | ? | -9% | 3% | 4% | 9% | 15%
> COc1ccc2cc(CN(CC3CCCO3)C(=S)Nc3ccccc3)c(=O)[nH]c2c1 (configuration not stated)
  3% | -4% | -22%[10 µM] | -8% | -5% | 9% | -33%[9.22 µM]
> CCOC(=O)C1(Cc2ccccc2C)CCCN(Cc2ccc(NC(C)=O)cc2)C1 (configuration not stated)
  7% | · | 6%[10 µM] | -1% | 3% | 7% | -6%[9.22 µM]
> O=C(CCc1ccccc1)Nc1nc2nc(-c3ccccc3)cc(=O)n2[nH]1
  8%[38.3 µM] | -11% | 12% | 0% | -7% | 5% | 15%
> Clc1ccccc1CSc1nnc(-c2ccncc2)o1
  -15%[38.3 µM] | 2% | -4% | -12% | 3% | 26% | -21%
> Cc1nc2cnc(N3CCNCC3)nc2n(Cc2cccs2)c1=O
  13% | · | 27% | -10% | · | 19% | ·
> CCOC(=O)C1CCCN(c2c(NCCN(CC)c3ccccc3)c(=O)c2=O)C1 (configuration not stated)
  20%[38.3 µM] | -2% | -12%[10 µM] | -7% | -1% | -1% | 8%
> Nc1nc(-c2ccc(Br)cc2)c(S(=O)(=O)c2ccccc2)s1
  8% | ? | · | -13% | 1% | 4% | ?
> Cc1cc(NC(=O)COn2nnc3ccc(S(C)(=O)=O)cc32)ccc1Br
  · | · | 6%[10 µM] | -10% | -7% | -5% | 4%[9.22 µM]
> CC(C)(C)OC(=O)N1CCN(c2ccc(NC(=O)Cn3nnc(-c4ccccc4)n3)cc2)CC1
  13% | -1% | 9%[10 µM] | 7% | 1% | 8% | 12%
> C=CCC(O)(CC=C)C(C)N (configuration not stated)
  8% | -2% | 9%[10 µM] | -1% | -12% | 6% | 6%[9.22 µM]

Not all compounds are listed. The share of hits here may be higher or lower than overall.
